High-throughput results from PubChem BioAssay.
GPR7 antagonist: antagonists of human GPR7 (neuropeptides B/W receptor 1); 290,000 compounds, 1.1% hits; inhibition, % at 4.4 µM; P48145; AID 1861; GPR7-expressing cells, fluorescence antagonist assay; in the data active means inhibition above about 16%, passing the limit was not always enough;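 further: cells stimulated with the agonist NPW; 0% = agonist with vehicle and 100% = vehicle without agonist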
OXTR ag: human OXTR agonism. CHO-OTR cells, Fluo-8 calcium fluorescence; normalized: DMSO 0%, oxytocin 100%. activation, % at 3 µM. 320,000 compounds, 0.32% hits. AID 2435;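 active means activation above the mean of all tested compounds plus 3 SD, cutoff set per screening run, cut at about 20% in these data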;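 further: peak over basal fluorescence ratio from a 100 s FLIPR kinetic read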
Target sequence (P30559 whole entry, looked up): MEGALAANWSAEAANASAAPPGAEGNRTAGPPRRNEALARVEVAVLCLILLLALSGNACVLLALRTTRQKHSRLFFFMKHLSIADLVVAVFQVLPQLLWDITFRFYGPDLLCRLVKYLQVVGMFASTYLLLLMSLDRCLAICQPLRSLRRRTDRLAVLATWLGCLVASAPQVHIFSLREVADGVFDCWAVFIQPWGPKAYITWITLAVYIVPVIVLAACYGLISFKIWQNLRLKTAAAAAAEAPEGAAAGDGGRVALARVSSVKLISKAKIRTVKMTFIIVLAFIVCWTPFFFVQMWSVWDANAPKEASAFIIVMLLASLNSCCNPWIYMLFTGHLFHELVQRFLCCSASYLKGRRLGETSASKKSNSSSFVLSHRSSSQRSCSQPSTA
MEKK2 WT-MEK5: raises or lowers MEK5 binding to wildtype human MEKK2 PB1 domain; Q9Y2U5; bead flow cytometry, Alexa488-MEK5 binding to MEKK2 WT; actives lie on both sides; binding response (% of control), % at 10 µM; AID 1531; 290,000 compounds, 1.1% hits; in the data active means binding response below about 67% or above about 130%
MEKK3 PB1 HTS: modulators (inhibitors or enhancers) of MEK5 binding to human MEKK3 PB1 domain; bead-based flow cytometry, Alexa488-MEK5 binding to MEKK3; actives lie on both sides; 0 = blocked by unlabeled MEK5, 100 = vehicle; Q99759; binding response (% of control), % at 10 µM; 290,000 compounds, 1.4% hits;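 active means binding response more than 3 SD above or below the average of its plate-row segment, actives on both sides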;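 further: Alexa488 bead fluorescence after subtracting the streptavidin-only scavenger bead signal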
Target sequence (Q99759 whole entry, looked up, the tested form may be a part): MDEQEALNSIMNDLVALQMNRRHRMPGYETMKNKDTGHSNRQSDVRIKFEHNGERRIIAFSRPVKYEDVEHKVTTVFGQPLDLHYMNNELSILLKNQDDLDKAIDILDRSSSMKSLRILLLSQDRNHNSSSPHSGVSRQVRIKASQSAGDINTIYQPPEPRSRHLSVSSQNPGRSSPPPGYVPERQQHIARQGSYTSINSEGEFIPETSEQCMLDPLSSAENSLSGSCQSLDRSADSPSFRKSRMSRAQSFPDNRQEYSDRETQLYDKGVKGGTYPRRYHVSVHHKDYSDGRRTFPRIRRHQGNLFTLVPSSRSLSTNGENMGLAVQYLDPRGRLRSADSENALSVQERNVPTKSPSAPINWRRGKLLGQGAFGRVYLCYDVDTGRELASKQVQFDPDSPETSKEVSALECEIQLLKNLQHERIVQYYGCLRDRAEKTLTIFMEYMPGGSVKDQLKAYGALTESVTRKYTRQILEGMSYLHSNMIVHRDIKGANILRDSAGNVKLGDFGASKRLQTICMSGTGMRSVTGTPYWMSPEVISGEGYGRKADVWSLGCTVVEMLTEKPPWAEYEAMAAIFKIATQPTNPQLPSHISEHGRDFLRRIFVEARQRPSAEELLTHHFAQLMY
V1R ag counter: activates human V1a receptor in oxytocin agonist counter-screen. P37288. CHO-V1R cells, Fluo-8 calcium fluorescence, agonist mode; 0% DMSO, 100% 3 nM vasopressin. activation, % at 3 µM. 320,000 compounds, 0.25% hits;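 active means activation above the mean activation of all tested compounds plus 3 SD, per screening run, cut at about 20% in these data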;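 further: signal is peak over basal fluorescence ratio across a 100 second FLIPR read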
NALP1 inh: inhibitors of NALP1 inflammasome in yeast. S. cerevisiae NALP1/ASC/caspase-1 growth, X-gal OD620, 72 h. inhibition, % at 10 µM. 280,000 compounds, 0.61% hits; in the data active means inhibition mostly above about 24%, no sharp cut-off; inactive means mostly below about 32%; further: some compounds called inactive have numbers as strong as hits
MEKK2mut PB1 HTS: signal of MEK5 binding to mutant human MEKK2 PB1 domain. bead flow cytometry, Alexa488-MEK5 binding to MEKK2 mutant. percent response, % at 10 µM. 290,000 compounds, 0.35% hits; in the data active means percent response above about 24%, passing the limit was not always enough; further: inactives centre near 1; some results filed as inactive read as strong as hits; reference of the scale not given here
PHOSPHO1 block: PHOSPHO1 (human) inhibition; recombinant PHOSPHO1, absorbance phosphatase assay; 290,000 compounds, 1.1% hits; AID 1565; Q8TCT1; inhibition, % at 13.3 µM; in the data active means inhibition above about 60%
GalR3 antag: blocks the human galanin receptor 3 | O60755 | inhibition, % at 3 µM | AID 651719 | 360,000 compounds, 0.44% hits | HEK293 GalR3-CNG cAMP membrane potential fluorescence; galR3 body fused to GalR1 C-terminus;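 active means inhibition above the screen-wide average plus 3 SD, cut at about 13% in these data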;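 further: forskolin and galanin both at EC90 stimulate the cells; cAMP rise reported by CNG channel membrane potential dye signal; 0% = forskolin plus galanin with DMSO and 100% = forskolin alone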
* hit, by the source's call; . = no result given; [ ] = dose if it differs, or a comment.

nr	compound	V1R ag counter	MEKK3 PB1 HTS	MEKK2 WT-MEK5	OXTR ag	NALP1 inh	PHOSPHO1 block	MEKK2mut PB1 HTS	GPR7 antagonist	GalR3 antag
1	CCN1CCN(c2nc(Nc3ccc(C)c(C)c3)nc(N)c2[N+](=O)[O-])CC1	-0.2	112.0	107.0	-2.5	7.5	9.4	1.0	1.9	-12.1
2	C=CCN1C=C/C(=C\C=C(C#N)C#N)c2ccccc21	12.1	91.0	82.0	7.0	15.1	-1.3	-3.0	-2.8	-4.9
3	Cc1cccc(N2CCN(S(=O)(=O)c3cn(C)cn3)CC2)c1C	1.7	100.0	101.0	0.7	-10.8	7.9	5.0	-3.8	-1.7
4	O=C(Nc1oc2ccc(Cl)cc2c(=O)c1-c1ccc(F)cc1)c1ccco1	-0.1	102.0	101.0	-1.6	6.4	35.5	3.0	-7.0	0.1
5	Cc1cc(OCc2ccc(C(=O)Nc3ccc(C(=O)O)cc3)o2)ccc1Cl	2.1	100.0	100.0	0.1	9.7	28.3	1.0	38.0*	-10.5
6	Cc1ccccc1C(=O)NC(CC(C)C)C(=O)Nc1ccc(S(N)(=O)=O)cc1 (configuration not stated)	0.2	.	.	0.6	-10.5	26.7	.	-2.4	-5.7
7	NC(=O)Cn1nc([N+](=O)[O-])nc1Oc1ccccc1F	0.5	103.0	102.0	0.1	-1.9	24.5	6.0	-11.1	2.7
8	COc1cc(OC)cc(C(=O)NCc2cccnc2)c1	0.8	116.0	119.0	0.3	21.5	-6.7	16.0	-0.9	2.4
9	O=C(c1ccccc1)N1CCN=C1SCc1ccc([N+](=O)[O-])cc1	4.1	99.0	108.0	0.7	28.4	1.1	11.0	8.3	-0.9
10	COC(=O)c1cc(Cl)c(NC(=O)/C=C/c2ccc(OC)cc2)cc1OC	0.8	102.0	102.0	-0.5	19.4	-14.8	0.0	-10.3	3.9
11	Cc1onc(C(=O)NCc2ccccn2)c1[N+](=O)[O-]	1.6	103.0	95.0	1.2	-18.1	36.5	-10.0	-8.6	-1.9
12	CCCCn1c(C)nc2c(=O)n(C)c(=O)[nH]c21	7.7	102.0	100.0	0.9	9.4	15.4	2.0	1.9	-4.1
13	O=C(CSc1nc(-c2ccccc2)ns1)N1CCOCC1	1.2	102.0	104.0	0.4	6.2	6.7	3.0	-15.9	-5.0
14	CCNC(=O)N1CCNC(=O)C1CC(=O)Nc1ccc(C(=O)OCC)cc1 (configuration not stated)	0.3	108.0	106.0	1.1	.	-2.3	15.0	1.2	-3.0
15	CCN(CC)S(=O)(=O)c1cc(NC(=O)Cc2n[nH]c(=O)c3ccccc23)ccc1C	-0.5	87.0	93.0	-0.3	8.9	6.2	-11.0	-8.2	-1.8
16	C=CCN1C(=NC(=O)COc2ccc(Cl)cc2)SC2CS(=O)(=O)CC21 (configuration not stated)	5.5	100.0	98.0	4.8	21.9	10.3	1.0	0.1	-1.3
17	CCOC(=O)c1c(C)nc2sc(C(=O)Nc3ccc(C(C)=O)cc3)c(N)c2c1-c1ccc(OC)cc1	-0.2	100.0	89.0	0.4	.	-9.3	-1.0	-20.9	-0.3
18	COc1ccc(S(=O)(=O)n2nc(C)cc2C)cc1OC	0.8	99.0	102.0	-1.2	2.6	30.5	-3.0	8.8	-10.1
19	COc1ccc(C(=O)CSc2cc(C)nc3nc(C)nn23)cc1OC	0.4	100.0	101.0	0.9	12.9	12.2	-2.0	-9.0	-1.8
20	CCN(CC(=O)NCc1ccccc1Cl)CC(=O)Nc1c(F)cccc1F	0.5	99.0	96.0	-0.8	-11.9	-7.6	-2.0	-1.1	-4.7
21	O=S1(=O)CCN(Cc2cccc(C(F)(F)F)c2)CC1	-0.7	99.0	100.0	0.4	1.6	35.8	-4.0	-6.3	-3.7
22	Nc1nc(CSCc2ccccc2)nc(N2CCOCC2)n1	0.8	105.0	108.0	-0.3	20.0	12.2	5.0	-8.3	-3.7
23	CN(Cc1cccc(C(F)(F)F)c1)C(=O)C1CCC(=O)N(CC2CCCCC2)C1 (configuration not stated)	2.6	97.0	99.0	-1.0	-4.7	26.3	-2.0	4.2	0.4
24	CCOC(=O)c1sc(NC(=O)CCCn2nc([N+](=O)[O-])c(Cl)c2C)c(C(=O)OCC)c1C	0.8	104.0	99.0	-0.1	23.5	-2.4	-1.0	-2.3	-0.1
25	COc1cc(/C=N/NC(=O)c2cc(-c3cccn3C)n[nH]2)cc(OC)c1OC	0.7	91.0	82.0	0.8	-0.7	10.5	-6.0	-15.5	-4.5
26	CC(=O)c1ccc(NC(=O)CCNC(=O)c2ccc(Cl)cc2)cc1	2.4	106.0	103.0	-0.5	6.1	32.6	9.0	-7.5	-8.4
27	Cc1ccc(NCc2nnc(SCC(=O)NCCc3ccccc3)n2C)cc1	.	98.0	100.0	.	14.8	16.4	2.0	-12.8	.
28	CN1CCN(C(=O)C2C3C=CC(C3)C2C(=O)O)CC1 (configuration not stated)	1.3	98.0	96.0	0.6	-4.5	-17.2	2.0	-2.3	0.7
29	CCn1nc(C)c(NS(=O)(=O)c2ccc(C)cc2)c1C	4.2	73.0*[inhibitor]	88.0	4.2	-29.2	13.5	2.0	9.1	-4.0
30	CC1CCc2c(sc(Nc3nc4c(F)cccc4s3)c2C(N)=O)C1 (configuration not stated)	1.7	95.0	98.0	-0.4	34.9	41.4	-1.0	0.0	0.5
31	COc1ccc2[nH]cc(S(=O)(=O)c3ccc(C(C)C)cc3)c(=O)c2c1	-1.3	96.0	99.0	-1.3	4.2	-2.0	-2.0	-7.5	3.5
32	O=C(CSc1nnc(-c2cnccn2)n1Cc1ccco1)c1ccc2ccccc2c1	-0.2	.	.	-0.4	-0.2	85.5*	.	0.0	-3.9
33	CC1(C)CC(NC(=O)C2CCN(S(=O)(=O)c3ccc(F)cc3)CC2)CC(C)(C)N1	0.5	99.0	99.0	1.8	-4.9	-6.1	3.0	-4.2	1.7
34	O=C(OCC(=O)N1CCN(C(=O)c2ccco2)CC1)c1cccc(S(=O)(=O)N2CCc3ccccc32)c1	7.6	83.0	88.0	5.7	-2.9	-23.5	-14.0	-11.7	-8.4
35	O=S(=O)(c1cccs1)N1CN(Cc2ccc(F)cc2)c2nc3ccccc3nc21	0.7	103.0	98.0	-1.7	6.8	16.2	-1.0	-18.7	-2.7
36	NS(=O)(=O)c1ccc(NC(=O)COC(=O)C2CC(=O)N(Cc3ccccc3)C2)cc1 (configuration not stated)	0.3	100.0	101.0	-0.1	19.2	20.1	2.0	-9.2	-4.3
37	O=C(Cn1c(=O)c2sccc2n(Cc2cccc([N+](=O)[O-])c2)c1=O)NCCc1ccccc1	1.8	104.0	106.0	-0.2	19.3	3.0	-1.0	-7.7	-1.4
38	CCc1ccc(NS(=O)(=O)c2cc3[nH]c(=O)c(=O)[nH]c3cc2C)cc1	0.4	102.0	99.0	0.0	22.2	42.6	-1.0	-7.7	-9.9
39	CCOC(=O)C1=C(c2ccccc2)O/C(=C(/C#N)C(F)(F)F)S1	0.5	100.0	99.0	-0.1	29.3	23.8	-3.0	8.7	.
40	O=[N+]([O-])c1cc(C(F)(F)F)cc([N+](=O)[O-])c1NCCCNc1ccc([N+](=O)[O-])c2cccnc12	0.3	68.0*[inhibitor]	102.0	-2.7	12.6	7.1	0.0	7.2	6.5
41	COc1cc(NC(=O)CCN2CCN(CCO)CC2)cc(OC)c1	2.2	102.0	114.0	2.0	18.3	23.9	5.0	-1.5	-6.9
42	O=C(Nc1nnc(C2CC2)s1)C1CCCO1 (configuration not stated)	0.8	88.0	90.0	0.2	8.9	52.3	-3.0	1.9	-3.8
43	CCOc1ccc2c(c1)nc(NCCCO)n2Cc1ccccc1	0.1	103.0	106.0	-1.5	.	43.6	-3.0	-5.3	-4.5
44	COc1ccc(C(=O)NCCSc2ccccn2)cc1	0.5	102.0	105.0	-0.8	-7.1	44.2	10.0	-1.7	-3.9
45	Cc1ccc(/C=C/C(=O)N(Cc2cccs2)C2CCS(=O)(=O)C2)cc1 (configuration not stated)	0.5	106.0	99.0	-1.5	0.3	10.6	2.0	-12.1	-6.7
46	C/C(=N\NC(=O)CCn1nnc2ccccc21)c1cccs1	-0.5	95.0	94.0	0.0	-2.1	38.6	-5.0	-5.8	0.0
47	O=c1c2ccccc2nc(CSc2nnnn2-c2ccccc2)n1-c1ccccc1Cl	0.1	81.0	97.0	0.2	30.1	-1.9	1.0	-7.9	2.0
48	O=C1/C(=C\c2ccco2)SC(=S)N1C1CCCCC1	1.1	98.0	84.0	-0.4	8.1	8.5	0.0	-16.0	.
49	COc1ccc(NC(=O)COc2nsnc2N2CCCCC2)cc1	-0.3	27.0*[inhibitor]	44.0*[inhibitor]	-1.5	4.4	11.0	-33.0	-2.5	-3.0
50	NS(=O)(=O)c1ccc(CCNC(=O)C2CCN(S(=O)(=O)c3ccc(Br)s3)CC2)cc1	0.0	2.0*[inhibitor]	3.0*[inhibitor]	1.7	11.7	4.1	-46.0	9.8	-3.5
51	O=C(Cn1cnc2c(cnn2-c2ccccc2)c1=O)NC1CCCC1	-0.6	102.0	106.0	-0.2	.	9.7	12.0	-9.9	6.3
52	Cc1ccc(SCc2[nH]nc3c2C2(C(=O)N(C)c4ccccc42)C(C#N)=C(N)O3)cc1 (configuration not stated)	-0.1	103.0	99.0	-0.1	6.3	27.6	-1.0	4.6	3.9
53	CCOC(=O)c1c(-c2ccc(OC)cc2)oc2ccc(O)cc12	-0.2	95.0	92.0	-1.3	8.3	34.0	-3.0	-7.2	2.0
54	C=CCSc1nc2c(c(=O)[nH]c(=O)n2C)n1CC	-0.3	104.0	105.0	-0.7	11.5	13.8	1.0	-6.9	0.9
55	Cc1cc(C)cc(NC(=S)NCC2CCCO2)c1 (configuration not stated)	-1.1	78.0	85.0	0.2	12.7	7.2	-10.0	4.0	2.1
56	Cc1cc(C)nc(Nc2nc3ccccc3[nH]2)n1	1.3	105.0	109.0	-1.0	16.1	-3.3	5.0	-21.8	8.0
57	Nc1c(C(=O)NCc2ccc3c(c2)OCO3)nnn1-c1ccc(OC(F)(F)F)cc1	3.3	96.0	100.0	2.0	48.9	24.0	-1.0	6.5	-4.9
58	O=C(N/N=C/c1ccncc1)c1ccc(NC(=O)c2cccc(Cl)c2)cc1	-0.2	95.0	98.0	-0.3	3.6	-3.0	-2.0	1.7	1.0
59	CC1Cc2ccccc2N1C(=O)c1cc2sccc2n1Cc1ccc(F)cc1 (configuration not stated)	2.2	111.0	108.0	-1.5	-52.3	-3.2	-2.0	-10.8	-5.1
60	O=C(COc1ccc(Br)cc1)NCCNC(=O)c1cccnc1	0.6	99.0	103.0	0.7	5.3	33.5	7.0	-14.7	-2.8
61	NC(=O)c1ccc(Oc2cccc3cccnc23)c([N+](=O)[O-])c1	-0.2	105.0	105.0	-0.2	12.4	7.7	4.0	-4.5	2.9
62	CCOC(=O)c1cc2sc(C)cc2n1CC(=O)Nc1cccc(C)c1C	0.1	101.0	102.0	-1.1	2.0	11.1	2.0	3.2	-6.6
63	COc1cccc(Nc2c(F)c(F)c(F)c(F)c2C(=O)O)c1	0.5	86.0	88.0	-0.3	9.7	-1.2	-15.0	-5.6	-3.4

2 entries from above, with one line to a screen:
(52) Cc1ccc(SCc2[nH]nc3c2C2(C(=O)N(C)c4ccccc42)C(C#N)=C(N)O3)cc1 (configuration not stated)
(53) CCOC(=O)c1c(-c2ccc(OC)cc2)oc2ccc(O)cc12

Screen / compound no.	52	53
V1R ag counter	-0.1	-0.2
MEKK3 PB1 HTS	103.0	95.0
MEKK2 WT-MEK5	99.0	92.0
OXTR ag	-0.1	-1.3
NALP1 inh	6.3	8.3
PHOSPHO1 block	27.6	34.0
MEKK2mut PB1 HTS	-1.0	-3.0
GPR7 antagonist	4.6	-7.2
GalR3 antag	3.9	2.0
